Source: PubChem BioAssay
IkB sig inh – inhibitors of IkB signaling in ABC-DLBCL cells. ABC-DLBCL IkBa-CBG/CBR dual luciferase ratio, 4 h; response scale: scaled: untreated 0%, proteasome inhibitor 100%. Potency, µM (titrated, usually from 57.1 µM), for the others: top-dose IkBa stabilization activation. 110,000 tested, 0.04% active. AID 445; active means well fitted curve in the direction sought with a large enough effect in the signal ratio, not every such curve was filed as active; inconclusive means small, poorly fitted or top-dose-only effect, or a change in a side signal; the % refers to the signal ratio;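 further: the direction sought is a rising ratio; 0% = basal untreated cells and 100% = reference inhibitor full response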
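In this assay, an IκBα–CBG68 fusion accumulates when IKK-driven degradation is blocked; native CBR normalizes for cell number. OCI-Ly3 cells were treated 4 h with compound and doxycycline, then green and red light read after Chroma-Glo addition.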
p53ts 39C kill – kills p53ts cells at the nonpermissive temperature; H1299-p53A138V viability at 39C, ATP luminescence, 24 h; Potency, µM (doses to about 46.1 µM), for the others: at the top dose activity change, negative = cell killing, most hits filed as cytotoxic; 130,000 tested, 1.5% active; further: nearly all actives have a fitted effect of over 55% in size
Imprint erasure – genomic imprint erasure induction | mouse ES Peg3-LacZ reporter, beta-gal luminescence, 40 h | Potency, µM (titrated, usually from 60.7 µM), inactives show at the top dose activity change, positive = activation, most hits filed as activators | 110,000 tested, 0.02% active | AID 1948;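 further: 0% = negative control wells on the plate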
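Each well holds 300 Peg3LacZ-Neo (maternal) female ES cells incubated 40 h at 37C, 5% CO2. LacZ is measured by BetaGlo luminescence, with AC50 and maximum efficacy derived from dose-response curves.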
p53ts 32C kill – cytotoxicity in p53ts cells at permissive temperature | AID 924 | H1299-p53A138V at 32C, ATP luminescence viability, 24 h | 130,000 tested, 0.93% active | Potency, µM (doses to about 46.1 µM), inactives show at the highest dose activity change, negative = cytotoxicity, most hits filed as cytotoxic;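 further: 0% = DMSO and -100% = full killing by reference compound; nearly all actives have a fitted effect of over 55% in size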
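H1299-p53 A138V cells (temperature-sensitive p53) exposed 24 h to up to 46 uM compound at 32C, where p53 is wild-type in conformation. Viability read as ATP luminescence and normalised to DMSO and 100 uM tamoxifen. AC50 fitted with the Hill equation.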
The depositor's hits bear a star; ? = inconclusive; nt = not tested or not shown; [ ] = dose if it differs, or a comment. Unless noted, the call rests on the fitted dose curve; in most records, active means well fitted curve in the direction sought with a large enough effect; inconclusive means small, poorly fitted or top-dose-only effect, or another doubt; inactive means no such curve, though single readings can be large; an effect the other way counts as inactive or inconclusive. Unless noted, on the % scale 0 is the no-effect control and ±100 the full control effect; potency means the concentration at half of the fitted maximal effect.

SMILES	IkB sig inh	p53ts 39C kill	Imprint erasure	p53ts 32C kill
CCCc1nn2cc(-c3ccc(C)c(C)c3)nc2s1	?	7.9µM*	-46%[inhibitor][10.9 µM]	7.9µM*
CN1CCN(Cc2nc3c(c(=O)[nH]c(=O)n3C)n2CCc2ccccc2)CC1	-0.8%	1%	-3%	7%
O=C1CC(c2cccc(O)c2)c2cc3c(cc2N1)OCO3 (stereo unspecified)	1.5%	-7%	8%[10.9 µM]	13%
Cn1c(CCNC(=O)c2ccccc2)nc2cc(NC(=O)c3ccco3)ccc21	-1.9%	-23%	-13%	-22%
Cc1ccc(-n2c(=O)c3c(c4cc(C)ccc4n3C)n(CC(=O)Nc3ccc(F)cc3)c2=O)cc1	-0.6%	?	-7%[10.9 µM]	4%
Cc1ccc(NC(=O)CSC(N)=O)cc1Cl	?	1%	?	-22%
CCn1cc(S(=O)(=O)CC(=O)Nc2cc(C)on2)c2ccccc21	-0.2%	4%	-2%	9%
Cc1cccc(-c2nnn3c2nc(NCCC(C)C)c2ccccc23)c1	1.0%	20%	15%[10.9 µM]	3%
CC1=C(C(=O)Nc2ccccc2)C(c2cccnc2)n2nc(SCc3ccccc3Cl)nc2N1 (stereo unspecified)	-0.4%	-3%	22%[10.9 µM]	-1%
Cc1ccc(CCNC(=O)Cn2cccc2)cc1	2.3%	8%	-8%	-5%
CC(C)COC(=O)C1[C@H]2C(=O)N(Cc3cccs3)C[C@]23C=C[C@H]1O3 (stereo partly specified)	-2.2%	3%	4%	5%
N#Cc1cc2c(nc1SCc1ccc(Cl)cc1)CCCC2	nt	-8%	nt	3%
COc1cccc(OCCCCSc2ncccn2)c1	-2.4%	-11%	-14%	5%
COC(=O)C(C(=O)OC)[C@@H]1CCCC(=O)C1	nt	18%[9.22 µM]	nt	-7%[9.22 µM]
Cn1c(=O)n(C)c2cc(CN3C(=O)OC(C)(C)C3(C)O)ccc21 (stereo unspecified)	12%	-6%	-7%	6%
Cn1c(=O)n(C)c2cc(NS(=O)(=O)c3ccc(F)cc3)ccc21	?	-16%	-14%[10.9 µM]	-7%
Oc1ccc(Nc2nc(NCC3CCCO3)c3ccccc3n2)cc1 (stereo unspecified)	1.1%	-7%	-8%	-10%
O=C(CCSc1nnc2ccccn12)Nc1ccc(F)cc1	-4.1%	-2%	-4%	0%
CCOc1ccccc1CNC(=O)CCn1cccn1	-1.0%	-14%	-3%[10.9 µM]	4%
COc1cc(OC)c(NC(=O)c2cc(S(=O)(=O)N3CCCC3)cn2C)cc1Cl	-1.6%	-4%	-12%[10.9 µM]	-1%

Nothing new here: an excerpt of the list.
SMILES	IkB sig inh	p53ts 39C kill	Imprint erasure	p53ts 32C kill
Cc1ccc(CCNC(=O)Cn2cccc2)cc1	2.3%	8%	-8%	-5%
CC(C)COC(=O)C1[C@H]2C(=O)N(Cc3cccs3)C[C@]23C=C[C@H]1O3 (stereo partly specified)	-2.2%	3%	4%	5%
N#Cc1cc2c(nc1SCc1ccc(Cl)cc1)CCCC2	nt	-8%	nt	3%
COc1cccc(OCCCCSc2ncccn2)c1	-2.4%	-11%	-14%	5%
COC(=O)C(C(=O)OC)[C@@H]1CCCC(=O)C1	nt	18%[9.22 µM]	nt	-7%[9.22 µM]
Cn1c(=O)n(C)c2cc(CN3C(=O)OC(C)(C)C3(C)O)ccc21 (stereo unspecified)	12%	-6%	-7%	6%
Cn1c(=O)n(C)c2cc(NS(=O)(=O)c3ccc(F)cc3)ccc21	?	-16%	-14%[10.9 µM]	-7%
Oc1ccc(Nc2nc(NCC3CCCO3)c3ccccc3n2)cc1 (stereo unspecified)	1.1%	-7%	-8%	-10%
O=C(CCSc1nnc2ccccn12)Nc1ccc(F)cc1	-4.1%	-2%	-4%	0%
CCOc1ccccc1CNC(=O)CCn1cccn1	-1.0%	-14%	-3%[10.9 µM]	4%
COc1cc(OC)c(NC(=O)c2cc(S(=O)(=O)N3CCCC3)cn2C)cc1Cl	-1.6%	-4%	-12%[10.9 µM]	-1%

Later entries
SMILES	IkB sig inh	p53ts 39C kill	Imprint erasure	p53ts 32C kill
CCc1ccc(S(=O)(=O)N(C(C)=O)c2ccc3oc4c(c3c2)CCCC4)cc1	6.6%	15%	-10%[10.9 µM]	15%
COc1ccc(N(C(=O)c2ccccc2OC)C2C=CS(=O)(=O)C2)c(OC)c1 (stereo unspecified)	-2.2%	14%	-3%	-9%
Cc1cc(C(=O)N2CCc3ccccc32)c2ccccc2n1	0.9%	3%	-2%	7%
CCCn1c(=O)[nH]c(=O)c2c1nc(-c1ccc3c(c1)OCCO3)n2CCN1CCOCC1	-0.1%	-4%	-5%	-3%
O=C1c2ccccc2C(=O)C1c1ccncc1	6.1%	3.2µM*	-94%[inhibitor]	3.2µM*
COc1ccc(CCNC(=O)c2ccc3c(=O)n(Cc4ccco4)c(=S)[nH]c3c2)cc1OC	3.8%	-4%	-17%	-18%
O=C(Nc1ccccc1)c1cccc(-c2nnc(-c3ccccc3)o2)c1	1.6%	5%	-11%	-5%
Cc1ccc(C(=O)NCC(=O)OCc2cc(=O)n3ccsc3n2)cc1	-1.0%	-24%	-13%[10.9 µM]	1%
O=S(=O)(Cc1ccc(Cl)cc1)N1CCN(Cc2ccccc2)CC1	-4.6%	7%	-7%	6%
COc1cc2ccccc2cc1C(=O)Nc1cccc(-c2nc3cc(C)c(C)cc3o2)c1	8.6%	-11%	-11%[10.9 µM]	-14%
O=C(NCc1ccco1)C1CCCN(S(=O)(=O)c2cnc[nH]2)C1 (stereo unspecified)	2.9%	-5%	2%	-3%
Cc1ccccc1Nc1nc(N)nc(COC(=O)CCS(=O)(=O)c2ccccc2)n1	?	-10%	-12%	-5%
CCOC(=O)Cc1csc(NC(=O)CSc2nnnn2-c2ccc(C)c(C)c2)n1	nt	6%	nt	-8%
CCCCCCC1C(C#N)=C(N)OC2=C1C(=O)CC(C)(C)C2 (stereo unspecified)	2.4%	4%	-13%	-9%
COc1ccc(-c2nc3c4ccccc4n(CC(=O)N4CCN(c5ccccc5F)CC4)c(=O)n3n2)cc1	1.0%	11%	?	8%
CN(C(=O)c1ccccc1Cl)C1CCCCC1	0.1%	7%	-7%	4%
Nc1ccc2oc(CCc3ccccc3)nc2c1	?	-27%	-62%[inhibitor]	-23%
COc1cccc(CNc2nccn(-c3cc(C)cc(C)c3)c2=O)c1	?	-18%	-11%[10.9 µM]	3%
CCn1cc([N+](=O)[O-])c(C(=O)N2N=C3/C(=C/c4cccs4)CCCC3C2c2cccs2)n1 (stereo unspecified)	nt	22%	nt	5%
O=C(CCCn1c(=O)[nH]c2ccsc2c1=O)N1CCN(c2cccc(C(F)(F)F)c2)CC1	?	7%	-11%[10.9 µM]	9%

Entries of single compounds from above. Values in the order: IkB sig inh | p53ts 39C kill | Imprint erasure | p53ts 32C kill
COc1ccc(N(C(=O)c2ccccc2OC)C2C=CS(=O)(=O)C2)c(OC)c1 (stereo unspecified) across the screens: -2.2% | 14% | -3% | -9%
O=C1c2ccccc2C(=O)C1c1ccncc1 across the screens: 6.1% | 3.2µM* | -94%[inhibitor] | 3.2µM*

More structures follow:
SMILES	IkB sig inh	p53ts 39C kill	Imprint erasure	p53ts 32C kill
Fc1ccccc1N1CCN(C(c2ccccn2)c2nnnn2C2CCCCC2)CC1 (stereo unspecified)	1.2%	-5%	-15%	8%
CCN1CCN(CCCNC(=O)c2ccc3c(c2)sc2nc(-c4ccc(C)cc4)cn23)CC1	-0.2%	15%	-10%[10.9 µM]	3%
Cc1ccc(C)c(NC(=O)C(=O)NCCc2csc(-c3ccc(C(F)(F)F)cc3)n2)c1	0.8%	-24%	-9%[10.9 µM]	1%
Cc1ccn2c(=O)cc(COc3ccc(NC(=O)c4ccccc4F)cc3)nc2c1	-0.1%	-11%	-5%[10.9 µM]	0%
COc1ccc(S(=O)(=O)N(CC(=O)N2CCc3ccccc3C2)c2ccc(C)cc2)cc1	?	-6%	-12%[10.9 µM]	15%
CCOC(=O)c1c(C)oc2nc(C)nc(N3CCN(c4ccc(C(C)=O)cc4)CC3)c12	-2.2%	8%	16%[10.9 µM]	3%
COc1ccc(NC(=O)c2ccco2)cc1NC(=O)c1ccc(OC(C)C)cc1	-3.2%	-13%	-12%[10.9 µM]	-8%
Cn1cccc1Cc1nnc(SCC(=O)NC2CCCCC2)n1CCc1ccccc1	0.3%	9%	-14%	2%
CCOc1cc(CNc2ccc(O)cc2)cc(Br)c1OCc1ccccc1	-10%	?	14%[10.9 µM]	-16%
O=C(Cn1nc(Cc2ccncc2)c2ccccc2c1=O)N1CCN(C(=O)c2ccco2)CC1	-1.4%	9%	-6%	3%
O=C(CCNS(=O)(=O)c1cccc2nsnc12)N1CCN(c2ccccn2)CC1	-0.1%	3%	-9%	-3%
Cc1cn2c(=O)cc(COC(=O)c3ccc(NC(=O)c4ccc(C(C)(C)C)cc4)cc3)nc2s1	0.1%	-25%	-11%[10.9 µM]	-18%
Cc1ccc(C)c(-n2c(CNc3ccc(F)cc3)nnc2SCC(N)=O)c1	1.1%	15%	9%	8%
COc1ccc(C2C(C(C)=O)=C(C)N=c3s/c(=C\c4ccco4)c(=O)n32)c(OC)c1 (stereo unspecified)	5.5%	45%[activator]	-14%	29%
CC(C)(CO)NS(=O)(=O)c1ccc2c(c1)oc(=O)c1cc(S(=O)(=O)NC(C)(C)CO)ccc12	-2.3%	6%	-9%	-4%
CC(C)(O)C#Cc1ccc(C(=O)N2CCC(C(N)=O)(N3CCCCC3)CC2)cc1	1.7%	4%	-9%	3%
CC1CCN(C(=O)c2ccc(-n3cnnn3)cc2)CC1	nt	27%	nt	5%
COc1ccccc1N(CC(=O)NCCc1ccccc1)S(C)(=O)=O	nt	-6%	nt	7%
Cc1ccc(NC(=O)C2CCCN(S(=O)(=O)c3cnc[nH]3)C2)cc1F (stereo unspecified)	-0.3%	14%	-14%	0%
O=C(NCCCN1CCOCC1)C1CC(=O)N(CCc2ccccc2)C1 (stereo unspecified)	-1.3%	1%	8%	-3%
CN=C1c2cc3cc(OC)ccc3n2CCN1C	nt	24%	nt	0%
C=CCOc1ccc(C2c3c(oc4ccc(C)cc4c3=O)C(=O)N2CCCN2CCOCC2)cc1 (stereo unspecified)	-3.4%	3%	-8%[10.9 µM]	3%
Cc1c(-c2nc(N)nc(Nc3ccc(F)cc3)n2)oc2ccccc12	0.1%	-5%	-27%	-3%
CCCCCCCNC1=CC(=O)CC(c2ccco2)C1 (stereo unspecified)	nt	1%	nt	-5%
Cc1cccc(-c2nc(SCc3ccc(Br)cc3)n3[nH]c(=O)cc3n2)c1	-5.0%	2%	-7%[10.9 µM]	3%
O=C(Cn1c(=O)c(C(F)(F)F)nc2ccccc21)Nc1cccc(Br)c1	-4.5%	-16%	?	6%
CC(=O)Nc1ccc(-c2cc(C(=O)O)c3c(-c4ccccc4)[nH]nc3n2)cc1	49%	-9%	-54%[inhibitor][10.9 µM]	-15%
Cc1ccc(OCc2nc(-c3ccccn3)no2)c(Br)c1	0.1%	?	-69%[inhibitor]	10µM*
CCOc1ccc(-n2ccn3c(CC(C)CC(=O)O)nnc3c2=O)cc1 (stereo unspecified)	1.5%	-3%	-10%[10.9 µM]	3%
Cc1nn2c(=O)cc(CN(C)c3ccccc3)nc2s1	-2.4%	-2%	28%[10.9 µM]	3%
CCC(C)(C)n1nnnc1C(c1ccc(O)c(OC)c1)N1CCN(c2nc3ccccc3s2)CC1 (stereo unspecified)	?	6%	-43%[inhibitor]	4%
Cc1ccc(CNC(=O)Nc2cccs2)cc1	nt	?	nt	?
Cn1cccc1C(=O)NC(=O)CSc1nc2ccccc2s1	5.0%	8%	-20%	0%
Cc1ccc(NC(=O)C(=O)NCc2ccc(/C=N/NC(=O)c3c(C)nc4cc(C)ccn34)o2)cc1	nt	7%	nt	15%
CO[C@H]1COC(=O)C/C=C\[C@H](C)[C@@H](OC)COC(=O)[C@@H](C)NC(=O)C/C=C\[C@@H]1C	nt	3%[9.22 µM]	nt	1%[9.22 µM]
Cc1ccc(N2CC(NC(=O)c3ccc(S(=O)(=O)N4CCOCC4)cc3)CC2=O)cc1C (stereo unspecified)	4.3%	3%	5%[10.9 µM]	15%
